D2 potentiator: positively modulates the human D2 dopamine receptor allosterically; P14416; HEK293 T-REx D2, calcium flux, EC20 dopamine potentiation; potentiation, % at 10 µM; 0.34% of 340,000 active;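 active means potentiation over 3 SD above the plate norm, cut at about 30% in these data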; further: 0% is about no effect
Target sequence (P14416 whole entry, looked up): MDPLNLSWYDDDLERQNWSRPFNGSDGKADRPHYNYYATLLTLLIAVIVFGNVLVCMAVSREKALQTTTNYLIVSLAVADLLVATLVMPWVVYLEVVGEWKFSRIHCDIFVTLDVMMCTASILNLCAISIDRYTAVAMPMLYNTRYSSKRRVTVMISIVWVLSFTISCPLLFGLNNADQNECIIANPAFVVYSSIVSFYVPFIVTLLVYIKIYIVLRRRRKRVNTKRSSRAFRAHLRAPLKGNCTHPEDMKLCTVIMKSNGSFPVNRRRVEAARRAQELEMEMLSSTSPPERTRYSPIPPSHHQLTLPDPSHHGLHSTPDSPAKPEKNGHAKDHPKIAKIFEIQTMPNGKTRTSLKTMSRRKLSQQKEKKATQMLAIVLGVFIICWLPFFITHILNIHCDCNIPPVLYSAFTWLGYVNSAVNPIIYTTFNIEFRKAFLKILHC
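Calcium flux readout, no-wash dye, 1 read/s. Inducible HEK293 Trex D2 line, overnight 30 C. Compound alone 180 s (agonist flags), then EC20 dopamine, another 180 s to score potentiation.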
D1 ag: agonists of human D1 dopamine receptor; P21728; HEK293 T-REx D1 cells, calcium flux, agonist mode; activation, % at 2 µM; 1% of 360,000 active; further: 0% is about no effect
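Tetracycline-induced HEK293 TREx D1 cells, force-coupled to calcium signalling, were dye-loaded with a no-wash calcium kit. Compound was pin-added after a 10 s baseline. Fluorescence was read kinetically at 1 cycle/s for 180 s, with calcium rises flagged as agonism.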
D1 antagonist: antagonists of human D1 dopamine receptor; P21728; activity change, negative = inhibition, % at 10 µM; HEK293 TREx D1 cells, calcium flux, dopamine EC80; active compounds read low; 3.2% of 360,000 active; in the data active means activity change below about -30%; further: on the % scale 0 is the no-effect control and ±100 the full control effect
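Compound effects on dopamine-evoked calcium signalling were measured in tetracycline-induced HEK293 Trex D1 cells. Dopamine at EC80 followed a 180 s compound pre-read, and fluorescence was tracked kinetically for 180 s more.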
RXFP1 antagonist: RXFP1 (human) relaxin receptor antagonism | Q9HBX9 | 0.59% of 350,000 active | HEK293-RXFP1, relaxin-stimulated cAMP HTRF, 30 min; active compounds read low | AID 1259400 | activity change, negative = inhibition, % at 57.5 µM;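 active means activity change of -60% or lower, but not beyond a set lower limit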; further: on the % scale 0 is the no-effect control and ±100 the full control effect
D1 PAM: human D1 dopamine receptor positive modulation. P21728. HEK293 TREx D1 cells, calcium flux, dopamine EC20 potentiation. potentiation, % at 10 µM. 0.036% of 360,000 active. AID 504651; in the data active means potentiation above about 30%; further: 0% is about no effect
D2 ag: activates the human D2 dopamine receptor; 0.53% of 340,000 active; P14416; AID 485358; activation, % at 2 µM; HEK293 T-REx D2 cells, calcium flux agonist mode;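 active means activation over 3 SD above normal in the single-dose calcium agonist read, cut at about 30% in these data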; further: 0% is about no effect
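Calcium-flux readout, 1 cycle/sec over 180 s following compound pin transfer, in inducible HEK293 Trex D2 cells (force-coupled); dopamine controls included. Positive calcium responses during this window marked compounds as potential agonists.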
TRHR agonist: agonists of human TRH receptor; P34981; TRHR cells, calcium flux fluo-8, FDSS agonist mode; activation, % at 2 µM; 0.18% of 360,000 active; further: 0% is about no effect
Target sequence (P34981 whole entry, looked up): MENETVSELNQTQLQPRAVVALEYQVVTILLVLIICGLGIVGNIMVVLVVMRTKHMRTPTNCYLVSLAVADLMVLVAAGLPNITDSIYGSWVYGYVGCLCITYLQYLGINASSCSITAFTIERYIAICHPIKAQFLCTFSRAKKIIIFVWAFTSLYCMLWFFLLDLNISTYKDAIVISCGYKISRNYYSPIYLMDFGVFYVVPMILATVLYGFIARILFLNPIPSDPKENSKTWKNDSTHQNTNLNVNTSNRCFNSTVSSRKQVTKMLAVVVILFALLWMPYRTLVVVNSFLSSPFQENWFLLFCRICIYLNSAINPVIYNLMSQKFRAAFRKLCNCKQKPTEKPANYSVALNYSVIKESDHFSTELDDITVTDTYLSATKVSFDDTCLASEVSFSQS
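Steps: seed TRHR cells overnight; add fluo-8 no-wash Ca dye, RT 30 min–1.5 h; record 10 s baseline; pin-transfer compounds; monitor fluorescence 1 cycle/s for the agonist window. Calcium increases flag candidate agonists.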
D2 antagonist: D2 dopamine receptor (human) antagonism; 2% of 340,000 active; inhibition, % at 10 µM; P14416; HEK293 TREx D2 cells, calcium flux, dopamine EC80; in the data active means inhibition above about 30%; further: 0% is about no effect
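In this primary screen, negative modulation is detected by tracking calcium flux after an EC80 dopamine challenge in inducible HEK293 T-REx D2 cells preexposed to test compound for 180 s.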
TRHR PAM: allosteric enhancers of human TRH receptor; TRHR cells, fluo-8 calcium fluorescence, EC20 TRH enhancement; P34981; enhancement, % at 2 µM; 0.66% of 360,000 active; in the data active means enhancement above about 30%; further: 0% is about no effect
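Enhancer read-out: after compound pinning and an initial kinetic agonist-mode read, an EC20 of TRH (10 nM final) was injected and fluo-8 calcium signal (Ex 480/Em 530) followed at 1 s/cycle for 100 cycles in TRHR-expressing cells.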
The depositor's hits bear a star; nt = not tested or not shown; & = joins results of further samples. Unless noted, no stated cut-off is given here; in the data, active means activation above about 30%; inactive means the rest.

| SMILES | D2 antagonist | D1 antagonist | D1 ag | D2 ag | TRHR PAM | TRHR agonist | RXFP1 antagonist | D2 potentiator | D1 PAM |
| --- | --- | --- | --- | --- | --- | --- | --- | --- | --- |
| Cc1ccc(C2=NN(CCC(=O)NCc3ccc4c(c3)OCO4)C(=O)CC2)cc1 | -11 | -7 | 0 | -0.9 | -6 | 0.4 | 0 | -3 | -3 |
| CN1CCN(C(=O)/C=C/c2ccc([N+](=O)[O-])o2)CC1 | 17 | -32* | 0 | -0.2 | -4 | 0.6 | 4 | 8 | -3 |
| Cc1nc(S(=O)(=O)Cc2ccc(Cl)cc2)nc2c1CCC2 | 3 | 5 | 7 | -0.2 | -2 | -0.8 | -1 | 4 | -1 |
| N#Cc1ccc(C(=O)OCC(=O)NC(=O)NCc2ccccc2)cc1 | -6 | -9 | 3 | -1.2 | 4 | 0.3 | 4 | 2 | -9 |
| CC(C)C(CO)N1CCN(Cc2ccccc2)CCC1=O (stereo not drawn) | -16 | 8 | 2 | 0.7 | 3 | 0.3 | nt | -2 | -7 |
| CCOC(=O)N/N=C/c1cn(Cc2ccccc2Cl)c2ccccc12 | 17 | -34* | 2 | -1.0 | -3 | -1.4 | nt | 6 | -2 |
| CC#CC(=O)N1CCC(CO)(CCc2ccccc2)CC1 | 0 | 5 | 1 | -0.9 | 4 | 1.3 | 3 | 3 | -1 |
| Cc1cc(=O)oc2cc(OCC(=O)NCCN3CCOCC3)c(Cl)cc12 | 6 | 7 | 3 | 0.7 | 17 | 0.2 | -1 | -4 | 1 |

The list goes on; the last two above are carried over.
| SMILES | D2 antagonist | D1 antagonist | D1 ag | D2 ag | TRHR PAM | TRHR agonist | RXFP1 antagonist | D2 potentiator | D1 PAM |
| --- | --- | --- | --- | --- | --- | --- | --- | --- | --- |
| CC#CC(=O)N1CCC(CO)(CCc2ccccc2)CC1 | 0 | 5 | 1 | -0.9 | 4 | 1.3 | 3 | 3 | -1 |
| Cc1cc(=O)oc2cc(OCC(=O)NCCN3CCOCC3)c(Cl)cc12 | 6 | 7 | 3 | 0.7 | 17 | 0.2 | -1 | -4 | 1 |
| COc1ccccc1C(=O)NC(=O)COC(=O)Cc1ccc(F)cc1 | -9 | 18 | 0 | 0.1 | 5 | -0.7 | 5 | -1 | 2 |
| CCOC(=O)C1CCCN(S(=O)(=O)c2nc3nc(C)cc(C)n3n2)C1 (stereo not drawn) | 10 | -6 | 7 | 0.4 | 2 | 0.7 | -8 | 1 | -2 |
| CC(OC(=O)C1CCCCC1)C(=O)Nc1ccc(S(N)(=O)=O)cc1 (stereo not drawn) | nt | 0 | 0 | nt | 4 | 0.5 | -10 | nt | -3 |
| Cc1cccc(OCCOc2ccc(/C=N/NC(=O)Cc3nnc(N)s3)cc2)c1 | 23 | -13 | 3 | 0.2 | -2 | 0.0 | nt | 15 | -3 |
| O=C(CSc1ccc(-c2nc3ccccc3[nH]2)cn1)N1CCN(C(=O)c2ccco2)CC1 | 0 | 4 | 1 | 0.4 | 3 | 0.1 | -2 | 10 | -1 |
| C/C(=N\Nc1ncc(Cl)cc1Cl)c1ccccn1 | 15 | -40* | 3 | 1.3 | 5 | 5.2 | -36 | 2 | -2 |
| O=C(CSc1nnc(-c2ccccc2)c(-c2ccccc2)n1)NC1CCCC1 | nt | 5 | 3 | -0.4 | -3 | -0.5 | -24 | -3 | -2 |
| COc1ccc(C(C(=O)NC2CCCC2)N(C(=O)c2snc(-c3ccc(F)cc3)c2N)c2ccccc2)cc1 (stereo not drawn) | -10 | -1 | 1 | 0.6 | 3 | 0.5 | -5 | 2 | -1 |
| COc1ccc(C2(CCN)CC(C)N(C)CC2C)cc1 (stereo not drawn) | 23 | 3 | 4 | 31* | -4 | 1.6 | 0 | -17 | -6 |
| CN(C)S(=O)(=O)c1ccc(NC(=O)CCNC(=O)c2ccc([N+](=O)[O-])cc2)cc1 | -18 | -16 | 2 | 1.7 | 0 | -1.1 | 2 | 6 | -7 |
| CCCCCCN1CC(C(=O)OCC)C(=O)C1=O (stereo not drawn) | 16 | -6 | 0 | 2.0 | 3 | 0.3 | 1 | 7 | -2 |
| CC1=CCC2C(=O)N(CCc3c[nH]c4ccccc34)C(=O)C2C1 (stereo not drawn) | 3 | -5 | 1 | 0.0 | -1 | 0.4 | 14 | -1 | -5 |
| CC1=NOC(=O)/C1=C\c1ccc(-c2ccc(Br)cc2C(=O)O)o1 | -1 | 7 | 4 | 0.8 | 6 | -0.4 | 2 | 22 | 3 |
| Cc1ccc2c(CSc3nnc(C4CC4)n3N)cc(=O)oc2c1C | -5 | 2 | 0 | -0.6 | 7 | 0.2 | -14 | -4 | -2 |
| CCCN(C(=O)CSc1ncnc2sccc12)c1c(N)n(Cc2ccccc2)c(=O)[nH]c1=O | 11 | -11 | 0 | 0.2 | -4 | 0.1 | -6 | -6 | -2 |
| CCCc1nnc(NC(=O)CCC(=O)O)s1 | 7 | 1 | 4 | 1.3 | 13 | -1.0 | nt | -2 | nt |
| Cc1ccc(NC(=O)Nc2cccs2)c(C)c1 | nt | -41* | 11 | -0.6 | -2 | -0.1 | 9 | -7 | 1 |
| COc1ccnc(CSC(N)=Nc2ccccc2C(F)(F)F)c1 | 8 | -3 | 10 | -1.0 | -17 | -0.2 | 3 | 15 | 1 |
| CN(c1ccccc1)S(=O)(=O)c1ccc(C(=O)NNC(=O)c2ccccc2F)cc1 | -12 | 15 | 0 | -0.1 | -2 | -0.7 | -7 | -7 | 4 |
| O=C(/C=C/c1cccs1)Nc1nncs1 | -10 | -6 | 0 | 1.1 | 0 | -0.3 | 3 | 14 | 0 |
| FCCCOc1ccc(-c2ccnc(-c3ccccc3)n2)cc1 | -21 | -3 | 9 | 0.9 | 12 | 2.0 | -15 | -6 | 4 |
| COc1ccc(C(O)Cn2c(=N)n(CCCN(C)C)c3ccccc32)cc1 (stereo not drawn) | -21 | 4 | 5 | -0.2 | -8 | -0.4 | -8 | -5 | 3 |
| CC(C)(C)OC(=O)NCCCC[C@H](NC(=O)c1nc[nH]c1C(=O)NCC(=O)OCc1ccccc1)C(=O)OC(C)(C)C | nt | -6 | 2 | nt | -6 | 0.0 | nt | 0 | -6 |
| CCOc1ccc(NC(=O)Nc2ccc3c(c2)CCC3)cc1 | 25 | -3 | 0 | 0.3 | -5 | 0.3 | -8 | -5 | -2 |
| CCn1c(=O)cc(SCC(=O)N2CCN(c3ccccc3F)CC2)c2ccccc21 | -7 | -19&0 | 1&3 | -0.3&2.1 | 3&5 | 0.4&0.3 | 17 | -6&4 | -5&-2 |
| O=C(N/N=C/c1cccc([N+](=O)[O-])c1O)C(O)(c1ccccc1)c1ccccc1 | nt | -6 | 1 | nt | 0 | -0.1 | 8 | nt | -1 |
| N#Cc1c(Nc2ccccc2)sc(C(=O)C2CC2)c1N | 14 | 4 | 3 | 0.0 | 28 | -0.1 | -8 | 5 | 1 |
| Clc1cccc(-c2cc3nc4c(c(N5CCOCC5)n3n2)CCCC4)c1 | 8 | 13 | 3 | 0.5 | 10 | 0.3 | -1 | 3 | 5 |
| Cc1cc(C(=O)O)oc(=O)c1 | 11 | 12 | 3 | -1.3 | -4 | -1.1 | -6 | -5 | 2 |
| Cc1cc2nc(C(C)(C)C)cc(N)n2n1 | -6 | 1 | 1 | 0.9 | 0 | -0.4 | 5 | 20 | 4 |
| CCOc1ccc(S(=O)(=O)N(CC(=O)Nc2cccnc2)c2ccc(F)cc2)cc1 | -4 | -12 | 2 | -0.6 | -2 | 0.0 | -17 | 8 | 11 |
| O=C(CSc1ccc(F)cc1)NNC(=O)c1ccccc1Br | 25 | 11 | 7 | -0.4 | 4 | -0.7 | -4 | -15 | -5 |
| CCOC(=O)CSc1ccc2nnc(-c3ccncc3)n2n1 | -3 | -16 | 0 | -0.8 | 52* | -0.9 | nt | -13 | -5 |
| O=C(Nc1nonc1NC(=O)c1cccs1)c1cccs1 | 7 | 0 | 4 | 1.1 | -4 | 0.4 | -18 | 6 | -1 |
| Cc1cccc(N2CCN(C(=O)COc3cc4oc(=O)cc(C)c4cc3Cl)CC2)c1C | -14 | 8 | 0 | 0.9 | 70* | -0.3 | -3 | -8 | 10 |
| O=C(Cc1ccccc1F)Nc1ccc(SC(F)F)cc1 | 6 | 15 | 8 | 0.2 | -4 | -0.6 | -6 | 0 | -3 |
| C#CCNC(=O)C1=C[C@@H](c2ccc(C#C)cc2)[C@H](CCCO)[C@@H](OCC)O1 | 32* | 6 | 6 | 0.4 | 0 | -0.4 | nt | 1 | -2 |
| c1ccc2c(c1)CC1(CCCCC1)n1nnnc1-2 | 2 | 2 | 8 | 0.1 | 3 | 0.4 | -22 | -2 | -2 |
| CCc1ccccc1Nc1ncnc2c1cnn2-c1ccc(Cl)cc1 | nt | 6 | 3 | -0.1 | -2 | 0.2 | -18 | -14 | 2 |
| Cc1ccnc(NC(=O)CNC(=O)c2sc3ccccc3c2Cl)c1 | 12 | 7 | 5 | 1.6 | -5 | 0.6 | 8 | 5 | 6 |
| O=C(c1ccc2c(=O)n(Cc3ccc(Cl)cc3)c(=S)[nH]c2c1)N1CCCC1 | -4 | 7 | 1 | 0.0 | 15 | -0.3 | -9 | -15 | -5 |
| CCCCc1ccc(NS(=O)(=O)N(C)C)cc1 | 3 | -2 | 1 | 0.5 | 5 | -2.3 | 3 | 8 | 7 |
| Cc1ccsc1C(=O)N(C)CC(=O)N(CC(C)C)c1c(N)n(CC(C)C)c(=O)[nH]c1=O | 4 | 10 | 3 | -0.2 | 7 | 0.5 | -3 | -10 | 2 |
| Cc1ccsc1/C=N/NC(=O)c1ccco1 | -5 | 13 | -2 | 0.4 | -2 | 0.6 | -2 | 17 | -6 |
| O=C(Nc1cc(S(=O)(=O)N2CCOCC2)ccc1N1CCCC1)C1CC1 | 54* | 5 | 2 | 2.1 | -1 | -0.1 | -5 | 5 | 5 |
| CCOc1ccc(OCC)c(NC(=O)c2cc3ccccn3n2)c1 | nt | -17 | 1 | -0.6 | 3 | -0.5 | -13 | -1 | -1 |
| COc1ccccc1C(=O)NN1C(=O)/C(=C/c2cccn2C)SC1=S | 13 | -20 | 0 | 5.2 | -2 | 4.8 | nt | -2 | 6 |
| CCN1C(=O)c2ccccc2Sc2ccc(NC(=O)Nc3cc(C)cc(C)c3)cc21 | nt | -1 | 0 | 0.1 | 3 | 0.3 | -27 | 1 | -2 |
| COc1ccccc1CC(=O)Nc1cc(C)ccn1 | -7 | -11 | 1 | 0.3 | -3 | 0.7 | -5 | -10 | -8 |
| CCOC(=O)NC1Cc2ccccc2C1Sc1ccccn1 (stereo not drawn) | 1 | -3 | 1 | 0.3 | 5 | -0.3 | -1 | 9 | -1 |
| CC(C)N(C)CCOC(=O)C1COc2ccccc2O1 (stereo not drawn) | 0 | -23 | 2 | 0.5 | 1 | -0.1 | 4 | -6 | 7 |
| Cc1nn(C)c(C)c1C1C(C#N)=C(N)Oc2n[nH]c(C)c21 (stereo not drawn) | 10 | -8 | 3 | 1.0 | 3 | 0.4 | -2 | 0 | -7 |
| CC(C)OP(=O)(c1ccc(N(C)C)cc1)C(O)c1c(Cl)cccc1Cl (stereo not drawn) | 23 | -10 | 0 | 0.7 | -4 | -0.4 | -5 | -10 | -9 |

Rows were taken by chance; about 7.1% have a hit in one of these screens.
